EIF4E inhibitors: eIF4E expression suppression, luciferase knock-in reporter – cell-based, HT1080, primary screen (AID 1224817). log2 luciferase activity ratio at 2.5 µM. HT1080 EIF4E-luc2 knock-in reporter, luciferase, 16 h; active compounds read low. 2,000 tested, 1% active;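 active means log2 luciferase ratio at or below -0.5849, meaning signal at two thirds of solvent-only control or lower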;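 further: luciferase reports endogenous eIF4E expression since it is co-expressed from the native EIF4E locus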
The depositor's hits bear a star. An excerpt; the hit share may differ from the screen's.

compound	EIF4E inhibitors
O=C(CSc1nc2ccccc2c2ccccc12)c1ccccc1	-0.13
CC1=NCC[N+]1(CCc1ccccc1)Cc1ccccc1 (centres undefined)	-0.03
O=[N+]([O-])c1ccc(S(=O)(=O)Cc2ccccc2)c2nonc12	-0.063
Cc1cc(C(C)(C)C)cc(CNC2CCCCC2)c1O	-0.11
Cc1cc(C)c2nc3c(c(C(O)C4CCCCN4)c2c1)CC/C3=C\c1ccc(Cl)cc1 (centres undefined)	0.092
O=P(O)(O)OC1OC(CO)C(O)C(O)C1O (centres undefined)	-0.33
CN(Cc1cccc2ccccc12)Cc1cccc2ccccc12	-0.26

3 entries from above, arranged by number of heavy atoms, rising.
compound	EIF4E inhibitors
Cc1cc(C(C)(C)C)cc(CNC2CCCCC2)c1O	-0.11
O=[N+]([O-])c1ccc(S(=O)(=O)Cc2ccccc2)c2nonc12	-0.063
O=C(CSc1nc2ccccc2c2ccccc12)c1ccccc1	-0.13

Screening data as filed in PubChem BioAssay.
